NOD1 NF-kB reporter: NOD1 signaling inhibitors, primary screen, cell-based, luminescence, uHTS (AID 1578); NOD1-driven NF-kB luciferase reporter cells, luminescence; higher % means a stronger effect; one-dose inhibition, % at 4 µM; EC50 in µM for titrated hits; 290,000 tested, 1% active; in the data active means inhibition mostly above about 36%, no sharp cut-off; inactive means mostly below about 34%;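 further: HEK-293T reporter cells stimulated with the NOD1 agonist gamma-tri-DAP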
M17LAP inhibition: P. falciparum M17LAP inhibitors, primary screen, biochemical, fluorogenic H-Leu-NHMec substrate, 1536-well (AID 1619). recombinant M17LAP, H-Leu-NHMec fluorogenic kinetic assay; higher % means a stronger effect. inhibition, % at 30 µM; hits with a dose series show IC50 in µM. 220,000 tested, 0.38% active;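 active means compound inhibiting the enzyme by more than half at any dose during confirmatory dose-response retesting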;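 further: plate controls were full reaction with DMSO carrier for no effect and no enzyme background for full effect; strong numbers were not always called active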
b-catenin transl: alters nuclear translocation of beta-catenin in HeLa cells; nuclear translocation activity, % at 5 µM; 190,000 tested, 0.3% active; immunofluorescence imaging;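 active means nuclear translocation activity above 50% at 5 µM, with a well cell count of 50 or more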;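 further: per-cell ratio of nuclear to cytoplasmic median beta-catenin stain intensity; plate controls were DMSO negative control for no effect and GSK-3 inhibitor IX positive control for full effect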
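Test system: HeLa cells, endogenous beta-catenin; Compound: single 5 µM dose plus 0.02–20 µM confirmation series; Times: compound exposure 24 h at 37°C; Signal: fluorescence imaging of beta-catenin antibody stain plus DAPI; Read-out: % activation, nuclear-to-cytoplasmic median beta-catenin signal ratio per cell.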
Dynein transport: dynein cargo transport inhibition; 220,000 tested, 0.47% active; z-score, hits read low; 3617.4 mouse cells, GR-EGFP nuclear translocation imaging; test concentration mostly 20 µM; stimulated with dexamethasone, 1 µM; hits give low values;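 active means plate z-score of nuclear minus cytoplasmic receptor signal below a set negative limit, without overly bright fluorescence or cell loss, cut at about -3.5 in these data, passing the limit was not always enough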;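 further: z-score of nuclear minus cytoplasmic ring GR-EGFP intensity difference per well; some compounds called inactive have numbers as strong as hits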
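medium = tetracycline-free induction medium containing charcoal-stripped FBS | probe or stimulus = dexamethasone, 1.0 µM final | timing = 48 h induction, then 1 h compound, then 30 min agonist, 37 °C | detection = automated 10x imaging of fixed Hoechst-stained cells | read-out basis = nuclear versus cytoplasmic GR-EGFP signal, averaged per well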
Yfh1-off respiration: enhancers of respiration in Yfh1-depleted yeast, dose response, Friedreich's ataxia, plus single-dose screen (AID 1465). 220,000 tested, 0.074% active. S. cerevisiae Yfh1-off respiration, WST-1 reduction, 72 h; higher fold induction means a stronger effect. fold induction at 50 µM, or EC50 in µM where a hit was titrated;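 active means fold induction of absorbance versus untreated yeast above a set limit, then at least 30% activation at any dose in follow-up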;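 further: activators that raise dye reduction in frataxin-depleted yeast; strong numbers were not always called active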
NOD2 inhibition: inhibition of NOD2-driven NF-kB reporter – cell-based, luminescence, uHTS, HEK293 (AID 1566); HEK293 NOD2/NF-kB luciferase reporter, luminescence; higher % means a stronger effect; inhibition, % at 4 µM, or EC50 in µM where a hit was titrated; 290,000 tested, 0.63% active; in the data active means inhibition above about 50%; further: many of its hits are not listed in these tables
Autophagy mod: autophagy modulation, high-content screen; MEF GFP-LC3 puncta imaging; test concentration mostly 10 µM; 190,000 tested, 0.98% active; AID 463193; calls only at 10 µM (by protocol);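 active means percentage of spot-positive cells more than 3 SD above its plate mean, without a fluorescence outlier flag or 80% toxicity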;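 further: spot-positive cell cutoff set from DMSO-treated cells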
Ins promoter up: MIN6 insulin promoter up-regulation; 190,000 tested, 0.3% active; AID 1625; MIN6 insulin promoter-GFP reporter, high-content imaging; hits give high values; z-score at 5 µM;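 active means z-score above 3 at 5 µM with at least 500 cells counted in the well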
MT stabilize HCS: microtubule stabilization, imaging screen | AID 2205 | 200,000 tested, 0.83% active | % tubulin-high responders, % at 10 µM | HeLa tubulin immunostaining HCS, 24 h; share of cells brighter than vehicle mean+2SD;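 active means plate Z-score above 3 for both tubulin-high and condensed-nucleus cell shares, with cell loss under 80%, at 10 µM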;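 further: anti alpha tubulin signal scored within the nucleus-defined area of each cell; some results filed as inactive read as strong as hits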
Dynein transport cytoplasmic EGFP: also measured in Dynein transport; calls as there; z-score; measured here: cytoplasmic GR-EGFP intensity; hits give high values
Dynein transport nuclear GR-EGFP: also measured in Dynein transport; calls as there; z-score; measured here: nuclear GR-EGFP intensity;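 lower value marks the stronger effect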
Dynein transport cell count: also measured in Dynein transport; calls as there; z-score; measured here: cell count per field
Ins promoter up cell count: second read-out of Ins promoter up, no call of its own (marks repeat the call); cell count; measured here: cytotoxicity, nuclei count;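 total cells summed across four imaged fields per well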
b-catenin transl cell count 5 µM: recorded beside b-catenin transl, whose call it bears; cell count; measured here: cell count, cytotoxicity flag
MT stabilize HCS Hoechst-high %: second read-out of MT stabilize HCS, no call of its own (marks repeat the call); % Hoechst-high responders; measured here: nuclear condensation Hoechst responders;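 share of cells brighter than vehicle mean plus two SD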
MT stabilize HCS cytotoxicity %: also measured in MT stabilize HCS; calls as there; toxicity, %; measured here: cytotoxicity by cell density;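 0% = mean cell density of plate MIN control wells and 100% = no cells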
Autophagy mod cell loss 18 h: second read-out of Autophagy mod, no call of its own (marks repeat the call); toxicity, %; measured here: cell loss, nuclei count;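 cell loss after 18 h compound exposure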
The depositor's hits bear a star; i = inactive; x = not tested or not shown.

SMILES	Dynein transport cell count	Autophagy mod	NOD2 inhibition	M17LAP inhibition	Autophagy mod cell loss 18 h	Dynein transport cytoplasmic EGFP	Dynein transport	MT stabilize HCS cytotoxicity %	b-catenin transl	NOD1 NF-kB reporter	Dynein transport nuclear GR-EGFP	b-catenin transl cell count 5 µM	Ins promoter up cell count	Yfh1-off respiration	MT stabilize HCS	MT stabilize HCS Hoechst-high %	Ins promoter up
Cc1cc(=O)cc(C)[nH]1	-0.31	i	10%	12%	3	-0.19	0.71	9.4	-2.3	-30%	0.45	1157	1802	i	2.5	2.6	0.19
CCOC(=O)CCn1nnc(N)n1	0.2	i	-1%	23%	-6	-0.18	0.42	15	x	-15%	0.5	x	1055	i	1.9	2.4	0.06
CC(=O)NCC(O)c1ccc([N+](=O)[O-])cc1 (stereo not given)	0.51	x	15%	7%	x	-0.25	-0.3	x	2.2	-7%	0.32	1215	945	i	x	x	1.4
O=C(ON=C1CCN(c2ccc([N+](=O)[O-])cc2)CC1)c1ccccc1	0.55	i	-11%	-3%	-5	0.073	-0.39	2.7	-1.4	-24%	-0.3	1287	1536	x	2.4	0.9	0.28
Cc1nc2c(c(C)nn2-c2ccccc2)c(C)c1Cl	-0.66	x	10%	13%	x	-0.071	-0.21	7.9	-1.5	6%	0.22	1207	x	i	4.7	1.7	x
Cc1ccccc1C1CC(c2cccs2)=NN1S(C)(=O)=O (stereo not given)	1.1	i	17%	6%	-4	-0.14	-0.59	4.3	0.3	2%	0.12	1529	x	i	2.8	1.2	x
Cc1cc(C)cc(-n2c(C)cc(C(=S)N3CCOCC3)c2C)c1	0.9	i	-4%	-7%	1	-0.27	0.04	8.6	3.7	20%	0.095	1078	1365	i	4.4	2.3	0.55
CN(C)C(CNC(C(=O)Nc1ccc([N+](=O)[O-])cc1Br)c1ccccc1)c1ccccc1 (stereo not given)	1.4	i	17%	1%	15	-0.35	0.18	11	-3.6	-30%	0.38	1112	1090	i	9.0	2.3	-0.99
Cc1oc(/C=N/NC(=O)CN(c2ccccc2Cl)S(C)(=O)=O)cc1Br	-0.019	i	12%	9%	5	-0.23	0.64	7.8	-2.5	-27%	0.4	978	1437	i	3.1	2.2	-0.07
Cc1ccc2[nH]c(=O)c(CN(CCCN3CCOCC3)C(=O)NC3CCCCC3)cc2c1	-0.37	i	3%	12%	78	-0.17	0.19	13	-3.5	-2%	0.21	1063	1144	i	1.3	2.2	-1.4
COc1ccc(C2=NNC(c3cc(Cl)cc4c3OCOC4)C2)c(O)c1 (stereo not given)	1.6	i	-130%	5%	3	0.15	-2	0.7	-0.3	11%	-0.48	1473	1284	i	3.4	3.2	1.4
CCc1ccccc1NC(=O)Cn1nc(C(F)(F)F)c2c1CCC2	0.93	i	29%	8%	-13	-0.15	-0.25	6.5	2.3	8%	-0.46	1011	1283	i	3.4	2.8	-0.05
Clc1cncc(Cl)c1N/N=C/c1ccncc1	0.67	i	24%	13%	0	-0.33	-0.18	3.7	-1.6	75%*	-0.42	876	1255	i	2.5	2.5	-0.24
O=C(c1ccccc1)c1cc([N+](=O)[O-])ccc1N1CCCC1	0.58	i	10%	2%	12	-0.25	-0.41	2.5	7.8	-13%	-0.26	461	1348	i	2.9	2.6	-0.27
S=c1[nH]nc(-c2ccccc2Cl)n1CC1CCCO1 (stereo not given)	0.92	i	9%	-6%	-5	-0.23	-0.11	6.6	x	-6%	-0.075	x	1272	i	3.1	2.5	0.99
CCOc1cc(N2CCOCC2)c(OCC)cc1NC(=O)c1ccco1	0.42	i	9%	-1%	2	-0.23	-0.82	6.9	-0.5	-10%	-0.29	1086	1099	i	4.4	2.3	-0.51
O=C1C2(CCC13COC(c1ccc(O)cc1)OC3)COC(c1ccc(O)cc1)OC2 (stereo not given)	0.68	i	24%	-2%	22	-0.18	-0.3	9.5	1.9	12%	0.13	1429	1565	i	2.1	1.6	0.24
CCOC(=O)C1=C(C)N=C2SC(C)C(=O)N2C1c1ccc(C(=O)OC)cc1 (stereo not given)	0.51	i	1%	10%	-5	-0.2	-0.68	7.2	6.2	-5%	-0.033	1464	1289	i	1.0	2.4	1.2
COc1ccc(Br)cc1S(=O)(=O)NCCN1CCOCC1	-1.3	i	19%	-1%	16	-0.16	1.4	6.7	0.5	-5%	1.2	1533	1444	i	4.9	1.6	0.18
O=C(CSc1nc2ccccc2c(=O)n1CCCN1CCOCC1)NC12CC3CC(CC(C3)C1)C2	0.83	i	14%	0%	3	-0.29	-0.19	10	-4.7	-40%	-0.55	1045	x	i	1.5	2.7	x
CCOC(=O)C(C)Oc1cccc2c(=O)n(CC(=O)NCCc3ccccc3)ccc12 (stereo not given)	-0.23	x	8%	-2%	x	-0.28	0.43	x	0.9	-7%	0.8	1328	1092	i	x	x	0.33
O=c1[nH]oc(O)c1-c1ncc(C(F)(F)F)cc1Cl	-0.68	i	11%	28%	1	-0.3	0.99	7.2	-2.4	-15%	0.25	1022	1217	i	2.9	1.1	0.74
O=C(NCCN1C(=O)C2C3C=CC(C3)C2C1=O)Nc1ccccc1 (stereo not given)	-1.7	i	18%	14%	6	0.082	3.1	6.5	3.0	17%	2.3	1143	947	i	1.5	3.9	1.4
N#Cc1ccccc1Cn1c(=O)n(-c2ccc(CC(=O)NCc3ccco3)cc2)c(=O)c2sccc21	1.1	i	11%	5%	-7	-0.17	-1.3	7.1	-2.6	-6%	-0.58	1200	1042	i	1.1	2.3	1.4

Part of the list above with just Dynein transport nuclear GR-EGFP and M17LAP inhibition.
SMILES	Dynein transport nuclear GR-EGFP	M17LAP inhibition
O=C(NCCN1C(=O)C2C3C=CC(C3)C2C1=O)Nc1ccccc1 (stereo not given)	2.3	14%
N#Cc1ccccc1Cn1c(=O)n(-c2ccc(CC(=O)NCc3ccco3)cc2)c(=O)c2sccc21	-0.58	5%

Additional structures.
SMILES	Dynein transport cell count	Autophagy mod	NOD2 inhibition	M17LAP inhibition	Autophagy mod cell loss 18 h	Dynein transport cytoplasmic EGFP	Dynein transport	MT stabilize HCS cytotoxicity %	b-catenin transl	NOD1 NF-kB reporter	Dynein transport nuclear GR-EGFP	b-catenin transl cell count 5 µM	Ins promoter up cell count	Yfh1-off respiration	MT stabilize HCS	MT stabilize HCS Hoechst-high %	Ins promoter up
COCC(=O)Nc1nnc(COc2ccccc2)s1	0.49	i	0%	-17%	8	-0.38	-0.43	6.4	-0.7	-12%	0.088	947	1658	i	5.4	3.0	-0.21
CC(=O)Nc1ccc(NC(=O)CCCCCN2C(=O)c3ccccc3C2=O)cc1	0.034	i	13%	4%	-14	0.058	-0.64	8.6	-3.5	-10%	0.00082	1280	x	i	1.5	1.5	x
CCOc1ccc(NC(=O)N[C@@H](Cc2ccccc2)C(=O)O)cc1	-0.88	x	-27%	-9%	x	-0.23	1.3	x	0.7	0%	0.44	1303	1138	i	x	x	0.39
Cc1cccc(C)c1NC(=O)C1CCCN(CCCc2ccccc2)C1 (stereo not given)	1.6	i	-6%	-13%	8	-0.13	-1.1	7.1	-11	14%	-0.35	1122	856	i	4.3	2.5	-0.03
CC(C)CNC(=O)CN(C1CCCCC1)S(=O)(=O)c1ccccc1	-0.22	i	3%	-1%	14	-0.12	-0.068	17	-2.2	20%	0.0018	1159	1193	i	4.5	0.6	-0.72
CCCCOc1ccc(C(=O)NCc2ccccn2)cc1	-0.099	i	2%	10%	0	-0.28	0.075	6.0	0.7	-21%	-0.17	1048	1871	i	3.4	1.9	-0.18
Cn1nc(OC(=O)Nc2ccccc2)cc1C(F)(F)F	0.34	i	-3%	16%	-21	-0.3	-0.53	4.9	2.3	-17%	-0.044	1445	1236	i	3.2	1.9	0.02
Cc1ccc(C2NC(=O)NC(O)(C(F)(F)F)C2C(=O)c2ccccc2)o1 (stereo not given)	-0.17	i	6%	-10%	1	-0.19	0.99	6.3	2.8	-11%	0.49	953	1216	i	4.5	2.2	0.54
O=C(CSc1nc2ccsc2c(=O)n1CC1CCC(C(=O)O)CC1)c1ccc(F)cc1 (stereo not given)	0.48	i	10%	9%	5	-0.27	-0.35	4.1	-0.6	-17%	-0.61	1102	1271	i	3.0	1.7	0.36
Cc1ccc(NC(=S)/N=C(\N)Nc2nc(C)c3cc(C)ccc3n2)c(C)c1	0.4	i	6%	5%	14	-0.28	-1	6.1	-2.1	-17%	-0.7	1031	1084	i	3.1	1.9	-1.7
COc1ccc(OCC(=O)NNC(=O)c2cccc(S(=O)(=O)N(C)C)c2)cc1	0.047	i	6%	-2%	4	-0.23	-0.71	10.0	-1.2	-31%	-0.5	1102	1473	i	8.3	2.4	0.13
CSCC[C@H](NC(=O)COc1ccc(Cl)cc1)c1nc2ccccc2[nH]1	0.76	i	10%	-7%	-1	-0.17	-0.23	18	-1.3	-3%	0.063	896	1307	i	2.5	4.1	0.01
COc1ccc2c(c1)c1ncn(CCc3ccccc3)c(=O)c1n2C	0.79	i	18%	-7%	6	-0.23	-0.25	7.8	-1.5	-5%	-0.31	1269	918	i	2.4	2.5	-1
COc1ccc(NC(=O)C(=O)N/N=C/c2cccnc2)c(OC)c1	1.1	i	-4%	-6%	-26	-0.24	-0.35	4.7	-1.7	-4%	0.43	1404	1613	i	2.5	1.8	-0.35

Only part of the results is shown, so the mix of outcomes need not match the whole.
